Bioassay records: PubChem BioAssay, several laboratories
MRP reversal: reverses drug resistance mediated by MRP; hit rate 0.04% among 85,000; H69AR cells + 2 uM doxorubicin, CellTiter-Glo, 72 h; AID 602; differential viability (reversal), % at 10 µM;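 active = viability drop by adding the cancer drug above about 55%, with treated viability meeting a 40% cutoff, limit read from the data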;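 also: viability without doxorubicin minus viability with 2 µM doxorubicin for each compound; larger differential means the compound sensitizes cells more to doxorubicin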
IL1B NFkB inh: blocks IL-1B driven NFkB nuclear translocation in HUVEC cells; HUVEC IL-1B NFkB p65 nuclear translocation imaging; inhibition, % at 2 µM; hit rate 0.43% among 94,000;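 active = inhibition above about 30% together with a positive call from visual inspection of the well image, limit read from the data; inconclusive = inhibition above a set limit but visual check negative; inactive = inhibition not above a set limit, visual check negative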;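 also: nuclear over cytoplasmic p65 intensity ratio measured by imaging; 0% = IL-1B stimulated DMSO wells and 100% = unstimulated DMSO wells; values of inactives mirror those of a sister screen read the other way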
NFkB transloc pot: enhances IL-1B driven NFkB nuclear translocation | hit rate 0.3% among 94,000 | HUVEC IL-1B NFkB p65 nuclear translocation imaging | activation, % at 2 µM;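 active = activation above 40%, about the mean plus 3 SD, also judged a hit on visual image review; inconclusive = activation above 40% but not a hit on visual review; inactive = activation not above 40% and no visual hit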;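 also: percent activation is computed from the nuclear over cytoplasmic p65 intensity ratio; values of inactives mirror those of a sister screen read the other way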
Bcl-B displacement: displacers of TR3 peptide from Bcl-B, primary screen, selectivity assay for Bfl-1 inhibitor project, biochemical, fluorescence polarization; FP displacement of FITC-TR3 peptide from Bcl-B; higher % means a stronger effect; displacement, % at 20 µM; hits with a dose series show IC50 in µM; hit rate 0.11% among 96,000;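 active = displacement above 50% at 20 µM plus a fluorescence interference ratio under 1.5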;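 also: plate controls were wells without compound for no effect and wells lacking Bcl-B protein for full effect; a part of the inactive calls stands beside numbers as strong as those of hits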
PLAP inhibition: inhibition of human placental alkaline phosphatase – biochemical, luminescence, HTS (AID 690); purified PLAP, luminescent substrate; higher % means a stronger effect; one-dose inhibition, % at 20 µM; IC50 in µM for titrated hits; hit rate 0.08% among 96,000; in the data active = a potency from the dose series; inactive = the rest, 99 in 100 with inhibition below about 30%; also: strong numbers were not always called active
MRP reversal cytotoxicity: further read-out of MRP reversal, marked with its call; viability, %; H69AR cells, CellTiter-Glo, 72 h; measured here: cytotoxicity without doxorubicin
MRP reversal with doxorubicin: second read-out of MRP reversal, no call of its own (marks repeat the call); viability, %; measured here: viability with 2 uM doxorubicin; hits give low values
IL1B NFkB inh cell count 2 µM: recorded beside IL1B NFkB inh, whose call it bears; cell count; measured here: cells passing quality filter;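 raw number of nuclei counted in each imaged well without normalization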
NFkB transloc pot cell count 2 µM: second read-out of NFkB transloc pot, no call of its own (marks repeat the call); cell count; measured here: cells passing quality filter
* marks the source's active call; other numbers are inactive results; ? = inconclusive; . = no result given. The list is partial, so the mix of outcomes need not match the whole.

Compound	MRP reversal	MRP reversal cytotoxicity	MRP reversal with doxorubicin	IL1B NFkB inh	IL1B NFkB inh cell count 2 µM	NFkB transloc pot	NFkB transloc pot cell count 2 µM	Bcl-B displacement	PLAP inhibition
Cc1nn(-c2ccccn2)c2nc(-c3cccs3)cc(C(=O)N3CCOCC3)c12	-25	46	72	2	158	-2	158	10%	-58%
S=C(Nc1ccccc1)Nc1nc2ccccc2n1CCOc1ccccc1	.	.	.	-9	109	9	109	-55%	8%
O=C(CCCN1C(=O)c2ccccc2C1=O)Nc1ccc(S(=O)(=O)N2CCCCC2)cc1	13	91	79	-22	104	22	104	0%	-40%
COc1ccc(Cl)c(NC(=O)NCCN2CCN(c3ccccc3)CC2)c1	4	85	82	-15	149	15	149	-6%	20%
O=C(CN1C(=O)CSC1=O)Nc1ccccc1F	.	.	.	-49	115	?	.	-4%	-12%
CC(C)(C)c1cc(CN2CCN(CCC#N)CC2)cc(C(C)(C)C)c1O	-1	73	74	-5	152	5	152	5%	-31%
O=C(Nc1ccc(NC(=O)C2CC2)nc1)c1cccnc1	14	97	83	.	.	.	.	7%	-4%
COc1ccc(-n2c(-c3ccc(F)cc3)cnc2SCC(=O)NCc2ccco2)cc1	2	98	96	5	48	-5	48	-7%	-71%
Cc1nc2ccc(-c3ccccc3)cc2o1	13	111	97	-12	143	12	143	-6%	-4%
COc1cc2nc(CN(C)Cc3nc4ccccc4c(=O)[nH]3)[nH]c(=O)c2cc1OC	.	.	.	-5	146	5	146	1%	-237%
COc1ccc(-c2nnc(SCC(=O)N3CCCC3)o2)cc1OC	6	99	93	-12	107	13	107	.	.
CC(C)C(=O)Nc1ccnc(-c2cccnc2)n1	.	.	.	0	173	0	173	8%	15%
Cc1cc2ccccc2c(=O)n1CC(=O)NCC(=O)N1CCCC1	-14	86	100	-37	35	39	35	-9%	20%
Oc1ccc(C=Nc2cccc3ncccc23)c(O)c1	-14	78	91	3	143	-3	143	2%	13%
O=C(O)c1cc(-c2ccc(O)cc2)nc2ccccc12	.	.	.	-16	156	16	156	0%	14%
O=C(OCc1nnc(-c2ccccc2)o1)C1CCN(S(=O)(=O)c2cccs2)CC1	24	102	78	20	51	-20	51	-12%	25%
O=C(NC1CCCCCC1)c1cccc(N2CCCC2=O)c1	.	.	.	-16	120	16	120	-2%	-16%
O=C(c1ccco1)N1CCN=C1SCc1c(F)cccc1Cl	7	81	74	-20	193	20	193	-12%	9%
O=C(CSc1nnc(NCc2ccccc2)s1)c1ccco1	9	85	75	-8	195	8	195	-1%	-22%
Cc1ccc2cc(CCNC(=O)CC(C)C)c(=O)[nH]c2c1	.	.	.	23	51	-23	51	.	.
C=CCn1c(COc2ccccc2)nnc1SCC(=O)Nc1ccc(S(N)(=O)=O)cc1	-7	95	101	-14	56	14	56	-1%	-11%
COc1ccc2nc(SCC(=O)N3CCCCCC3)c(C#N)cc2c1	-12	58	71	-8	96	8	96	-2%	-22%
CCN(CCNC(=O)c1ccc2nc(-c3ccccc3NC(C)=O)c(=O)[nH]c2c1)c1ccccc1	.	.	.	-9	181	9	181	8%	-17%
COc1cccc(C(=O)NCc2nnc(SCC(=O)Nc3nccs3)n2-c2cccc(C)c2)c1	11	86	76	-17	128	17	128	.	.
CCOC(=O)c1ccc(N2C(=O)c3n[nH]c(C)c3C2c2cccnc2)cc1 (stereo unspecified)	.	.	.	6	126	-7	126	-4%	-127%
COc1ccc(N(Cc2cc3cc(OC)ccc3[nH]c2=O)C(=O)c2cccnc2)cc1	-8	81	89	-8	103	8	103	0%	-18%
Cc1cc(C)c2nc(SC(C)C#N)cc(C)c2c1 (stereo unspecified)	-27	31	57	-13	75	13	75	-4%	24%
CCOC(=O)CSCC(NC(=O)OC(C)(C)C)C(=O)OCC (stereo unspecified)	.	.	.	8	168	-8	168	-3%	-5%
O=C(Nc1cccc(O)c1)c1cnn2cccnc12	9	79	70	-9	208	9	208	0%	-4%
C/C(O)=C\c1nc(=O)c2c(C)cc(C)nc2n1-c1ccccc1	-29	59	87	?	.	-32	206	-9%	11%
CC1CC(C)(C)N2C(=O)C3(Nc4ccccc4S3)c3cccc1c32 (stereo unspecified)	-3	96	98	4	157	-4	157	-8%	-5%
COc1ccc2c(c1)N(C)/C(=C1/SC(=NCc3ccccc3)N(c3ccccc3)C1=O)S2	.	.	.	12	181	-12	181	-55%	-29%
CC(C)(NC(=O)N1CCOCC1)c1cccc(C(C)(C)NC(=O)N2CCOCC2)c1	8	105	97	-2	83	2	83	.	.
CC(C)Cn1c(-c2cccs2)nc2ccccc21	13	91	79	4	161	-4	161	-9%	27%
COC(=O)CN(c1ccc(F)cc1)S(=O)(=O)c1ccccc1	-7	95	102	11	146	-11	146	-5%	7%
CCN(CC)CCN=CC1=C(O)CNC1=O	-2	88	90	-21	120	21	120	-15%	1%
CC1=Nc2ccc(C)cc2N(Cc2ccccc2)C(=O)C1	9	104	95	1	170	-1	170	7%	-5%
Cc1ccc(-c2noc(C3CCCN(C(=O)C4CCCCC4)C3)n2)o1 (stereo unspecified)	0	94	94	2	159	-2	159	-24%	-43%
N#CCCn1nc(-c2ccccc2)cc1Nc1ccccc1NC(=O)c1cccs1	1	101	100	.	.	.	.	-6%	-58%
CCOc1cc(/C=C(/C#N)c2nc3ccccc3[nH]2)ccc1Oc1ccc([N+](=O)[O-])cn1	.	.	.	-13	123	13	123	-4%	-13%

Part of the list above in another layout.
> C/C(O)=C\c1nc(=O)c2c(C)cc(C)nc2n1-c1ccccc1
  MRP reversal = -29; MRP reversal cytotoxicity = 59; MRP reversal with doxorubicin = 87; IL1B NFkB inh = ?; IL1B NFkB inh cell count 2 µM = .; NFkB transloc pot = -32; NFkB transloc pot cell count 2 µM = 206; Bcl-B displacement = -9%; PLAP inhibition = 11%
> O=C(OCc1nnc(-c2ccccc2)o1)C1CCN(S(=O)(=O)c2cccs2)CC1
  MRP reversal = 24; MRP reversal cytotoxicity = 102; MRP reversal with doxorubicin = 78; IL1B NFkB inh = 20; IL1B NFkB inh cell count 2 µM = 51; NFkB transloc pot = -20; NFkB transloc pot cell count 2 µM = 51; Bcl-B displacement = -12%; PLAP inhibition = 25%
> O=C(NC1CCCCCC1)c1cccc(N2CCCC2=O)c1
  MRP reversal = .; MRP reversal cytotoxicity = .; MRP reversal with doxorubicin = .; IL1B NFkB inh = -16; IL1B NFkB inh cell count 2 µM = 120; NFkB transloc pot = 16; NFkB transloc pot cell count 2 µM = 120; Bcl-B displacement = -2%; PLAP inhibition = -16%

Continued.
Compound	MRP reversal	MRP reversal cytotoxicity	MRP reversal with doxorubicin	IL1B NFkB inh	IL1B NFkB inh cell count 2 µM	NFkB transloc pot	NFkB transloc pot cell count 2 µM	Bcl-B displacement	PLAP inhibition
COc1cccc(C2/C(=C(/O)c3ccc(F)cc3)C(=O)C(=O)N2CCN(C)C)c1 (stereo unspecified)	2	90	88	-12	81	12	81	-5%	-46%
COc1cccc(-c2nn3c(-c4cc(C)[nH]n4)nnc3s2)c1	-9	63	72	-3	174	3	174	-4%	-42%
O=C(NCc1ccc(Cl)cc1)c1ccc(COCC(F)(F)F)o1	6	110	105	-8	137	8	137	-7%	11%
CC12CCC(c3nnc(SCC(=O)Nc4cccc5ccccc45)nc31)C2(C)C (stereo unspecified)	.	.	.	4	181	-4	181	-10%	-11%
CN1C(=O)NC2C1N(S(C)(=O)=O)CCN2S(C)(=O)=O (stereo unspecified)	3	94	90	4	67	-5	67	5%	8%
CCOc1cc(C2C(C(=O)c3ccc(C)cc3)=C(C(=O)OC)Nc3nnnn32)ccc1O (stereo unspecified)	-4	76	80	4	80	-4	80	-8%	0%
CCC(C)[C@H](NC(=O)NCCCc1ccccc1)C(=O)OC (stereo partly specified)	0	100	100	-1	104	1	104	-5%	-5%
C=CCn1c(=O)c2ccccc2n2c(SCC(N)=O)nnc12	12	98	86	-6	97	6	97	1%	3%
COCCNC(=O)CC(NS(=O)(=O)c1ccc(NC(C)=O)cc1)C(C)C (stereo unspecified)	9	61	52	.	.	.	.	-5%	28%
COc1cc(C(=O)N2CCN(c3ccc(C)cc3C)CC2)cc(OC)c1OC	-43	19	62	.	.	.	.	0%	-40%
CC(C)(C)N1CC(c2nc3ccccc3n2Cc2ccccc2)CC1=O (stereo unspecified)	-20	38	58	9	128	-9	128	-6%	-61%
Cc1ccc(C)c(C(=O)NCc2ccncc2)c1	9	90	82	2	158	-2	158	-6%	-6%
Cc1oncc1C(=S)Nc1ccccc1	-5	98	103	.	.	.	.	-6%	8%
CCN(CC)C(=O)c1scc2c1OCCO2	.	.	.	-9	97	9	97	15%	-6%
COC(=O)C1=C(C)N(c2ccc(F)c(Cl)c2)C(=O)C1	28	92	64	-1	105	1	105	-2%	-34%
Cc1cc(C)c(NC(=O)Cn2c(=O)n(Cc3ccco3)c(=O)c3ccccc32)c(C)c1	0	87	87	.	.	.	.	-2%	-26%
Oc1[nH]c2ccccc2c1C1=NCCCC1	-17	73	89	-20	103	20	103	-2%	-3%
CCOc1ccc(CCNC(=O)c2ccc(N3CCCC3=O)cc2)cc1OCC	-5	92	97	7	148	-7	148	-10%	-2%
COc1ccc(C(=O)Cc2ccc(OC)c(OC)c2)c(OC)c1	12	105	94	9	173	-9	173	0%	-64%
Cc1nonc1OCC(C)(COc1nonc1C)NC(=O)c1ccc(Cl)cc1	-1	80	80	-14	157	14	157	.	.
COc1ccc(C(=O)n2ccc(C)n2)cc1Br	19	116	98	4	95	-4	95	1%	13%
COC(=O)c1cnn2c(C(F)(F)F)cc(-c3ccccc3)nc12	11	80	69	8	109	-8	109	.	.
COc1ccc(-c2nc3cc(NC(=O)Cc4ccc(OC)c(OC)c4)ccc3o2)cc1	-12	81	93	0	169	0	169	6%	-75%
CCCCCCc1cc2cc(C(=O)NC)c(=N)oc2cc1O	.	.	.	-3	161	3	161	52%	-19%
CCn1c(=O)cc(SCC(=O)N2CCCCC2)c2ccccc21	20	84	64	3	72	-3	72	2%	-17%
O=[N+]([O-])c1ccc(Cl)cc1Sc1nc2ccccc2o1	-18	25	42	-4	115	4	115	.	.
Cc1cc(C)n(-c2ccc(C(=O)OCC(=O)Nc3ccc(S(=O)(=O)N4CCCCC4)cc3)cc2)n1	5	101	96	9	152	-9	152	-44%	-58%
O=C1CC(=C2c3ccccc3-c3ccccc32)C(=O)N1CCCCN1CCN(c2ccccc2)CC1	1	53	52	4	78	-4	78	.	.
Cc1cc(=O)oc(C)c1C(=O)NCc1ccccn1	.	.	.	-2	177	2	177	5%	-14%
O=C(c1ccccc1)N1CCC(O)(c2cccnc2)CC1	5	94	89	-26	51	26	51	-13%	-14%
O=C1CC(c2ccc(S(=O)(=O)NCCOc3ccccc3)cc2)CN1 (stereo unspecified)	19	96	76	4	153	-4	153	-9%	18%
Nc1c(NCc2ccccc2F)c(=O)[nH]c(=O)n1Cc1ccccc1	-6	91	97	.	.	.	.	35%	-5%
CC(C)(C)c1[nH]nc2c1C(c1ccncc1)C(C#N)=C(N)O2 (stereo unspecified)	10	90	80	3	102	-3	102	-6%	2%
Cn1c(SCC(=O)Nc2cccc3ccccc23)nc(O)cc1=O	.	.	.	9	128	-9	128	-7%	9%
OC(COC(c1ccccc1)c1ccccc1)CN1CCCCC1 (stereo unspecified)	-18	83	101	-6	177	6	177	.	.
CCOC(=O)Cn1c(=O)sc2ccccc21	-1	98	99	-13	167	13	167	1%	-5%
Cn1c(/N=C/c2c(O)ccc3ccccc23)nc2ccccc21	-11	42	53	-5	131	5	131	15%	-8%
Cc1ccc(N2C(=O)C3N=NN(CC(=O)N4N=C(c5cccc6ccccc56)CC4c4ccccc4)C3C2=O)cc1 (stereo unspecified)	-15	51	66	10	141	-10	141	.	.
O=C(NCc1ccccc1)C(C(=O)c1ccc(F)cc1)n1ccccc1=O (stereo unspecified)	-2	85	87	-16	142	16	142	-5%	0%
COc1ccc(C(=O)Cc2cc(OC)c(OC)cc2[N+](=O)[O-])cc1	.	.	.	0	122	0	122	-10%	4%
